Bioassay records deposited in PubChem by several laboratories.
SRC3 inh – SRC3 coactivator transcriptional activity inhibitors, primary screen, cell-based, luminescence; inhibition, % at 3.6 µM; AID 588352, 2011; Nuclear receptor coactivator 3 (Homo sapiens), Q9Y6Q9; 360,000 compounds, 0.17% hits; HEK293 GAL4-SRC3 luciferase reporter;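 active = inhibition above a per-campaign cutoff, the mean of all compounds plus 3 SD, cut at about 60% in these data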;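 also: 0% = DMSO-treated cells and 100% = gossypol-treated cells at 36 µM; higher means less SRC3-driven luciferase light from the GAL4 reporter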
C8 TRAIL sens – viability loss with TRAIL in NB7+C8 cells, primary screen, TRAIL sensitizer project, cell-based, ATPlite luminescence | inhibition (viability loss, TRAIL sensitization), % at 10 µM | 360,000 compounds, 1% hits;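 active = compounds causing at least 50% loss of cell viability in the single-dose screen, relative to plate controls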
NR5A2 inv ag – LRH-1 (NR5A2) inverse agonists, primary screen, cell-based, luminescence, HEK293T, StAR-luciferase reporter; Nuclear receptor subfamily 5 group A member 2 (Homo sapiens), O00482; LRH-1 transfected, 24 h; inhibition, % at 3.6 µM; 360,000 compounds, 0.13% hits;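 active = inhibition above the mean inhibition of all tested compounds plus 3 SD, cut at about 73% in these data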;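 also: 0% = DMSO wells and 100% = reporter-only cells lacking LRH-1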
NCOA1 inh – SRC1 coactivator transcriptional activity inhibitors, primary screen, cell-based, luminescence | inhibition, % at 3.6 µM | Nuclear receptor coactivator 1 (Homo sapiens), Q15788 | 360,000 compounds, 0.12% hits | HEK293 GAL4-SRC1 luciferase reporter;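 active = inhibition above the campaign mean plus 3 SD, with each screening campaign given its own cutoff, cut at about 60% in these data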;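 also: 0% = DMSO treated cells and 100% = gossypol at 36 µM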
Target sequence (Q15788 whole entry, looked up, the tested form may be a part): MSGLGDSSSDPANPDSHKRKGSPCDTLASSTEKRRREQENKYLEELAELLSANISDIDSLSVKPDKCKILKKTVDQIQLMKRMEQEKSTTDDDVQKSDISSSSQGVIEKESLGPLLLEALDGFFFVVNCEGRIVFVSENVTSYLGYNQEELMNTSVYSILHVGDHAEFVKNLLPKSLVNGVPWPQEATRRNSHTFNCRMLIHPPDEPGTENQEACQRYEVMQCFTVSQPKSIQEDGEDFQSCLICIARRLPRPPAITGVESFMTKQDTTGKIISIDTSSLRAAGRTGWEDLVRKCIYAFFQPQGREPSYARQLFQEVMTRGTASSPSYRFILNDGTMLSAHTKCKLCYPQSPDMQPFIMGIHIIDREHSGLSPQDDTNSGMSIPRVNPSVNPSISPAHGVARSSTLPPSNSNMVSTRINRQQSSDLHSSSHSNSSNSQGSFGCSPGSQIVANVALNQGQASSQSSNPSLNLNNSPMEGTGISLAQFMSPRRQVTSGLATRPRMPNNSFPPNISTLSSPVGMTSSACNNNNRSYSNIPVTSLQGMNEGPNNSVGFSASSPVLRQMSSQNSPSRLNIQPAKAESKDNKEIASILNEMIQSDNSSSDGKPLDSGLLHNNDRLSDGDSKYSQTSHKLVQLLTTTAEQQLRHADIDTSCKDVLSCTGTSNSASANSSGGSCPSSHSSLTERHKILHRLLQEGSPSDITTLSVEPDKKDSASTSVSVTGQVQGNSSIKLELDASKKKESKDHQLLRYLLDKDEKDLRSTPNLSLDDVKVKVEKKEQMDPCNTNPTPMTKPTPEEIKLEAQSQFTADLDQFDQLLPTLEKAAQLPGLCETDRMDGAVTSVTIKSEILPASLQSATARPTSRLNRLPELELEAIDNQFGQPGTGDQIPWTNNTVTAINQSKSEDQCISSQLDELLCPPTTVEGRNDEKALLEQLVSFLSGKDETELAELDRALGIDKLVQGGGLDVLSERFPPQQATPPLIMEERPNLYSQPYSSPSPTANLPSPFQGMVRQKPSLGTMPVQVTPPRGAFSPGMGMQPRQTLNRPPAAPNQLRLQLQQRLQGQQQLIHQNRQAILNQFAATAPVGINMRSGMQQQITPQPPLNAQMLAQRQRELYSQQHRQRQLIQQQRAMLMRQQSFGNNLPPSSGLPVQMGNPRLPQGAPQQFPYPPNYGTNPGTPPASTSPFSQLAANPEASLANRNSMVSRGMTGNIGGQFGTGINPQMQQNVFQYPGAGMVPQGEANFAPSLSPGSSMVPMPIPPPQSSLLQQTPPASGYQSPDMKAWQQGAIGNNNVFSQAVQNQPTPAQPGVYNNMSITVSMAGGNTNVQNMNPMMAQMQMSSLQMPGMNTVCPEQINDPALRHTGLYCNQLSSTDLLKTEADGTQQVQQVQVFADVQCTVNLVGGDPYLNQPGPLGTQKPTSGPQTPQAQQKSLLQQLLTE
COUP-TFII inh – NR2F2 transcriptional activity inhibitors, primary screen, cell-based, luciferase reporter, HEK293T, luminescence | COUP transcription factor 2 (Homo sapiens), P24468 | HEK293T NGFI-A luciferase reporter | inhibition, % at 8.6 µM | 370,000 compounds, 0.7% hits | AID 686940, 2013;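 active = inhibition above a per-plate cutoff, mean inhibition of test wells between control levels plus 3 SD, cut at about 38% in these data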;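 also: cells cotransfected with COUP-TFII expression vector driving the NGFI-A reporter; 0% = median of COUP-TF2 test wells and 100% = reporter-only cells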
TLR9-MyD88 inh – inhibitors of TLR9-MyD88 association in cells, primary screen, cell-based, CHO, BLA complementation, fluorescence; Toll-like receptor 9 (Homo sapiens) + Myeloid differentiation primary response protein …; CCF4 FRET ratio; inhibition, % at 4.98 µM; 340,000 compounds, 0.21% hits; AID 504734, 2011;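 active = inhibition above the mean over all tested compounds plus 3 SD, cut at about 21% in these data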;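 also: 0% = DMSO only wells and 100% = clavulanate BLA inhibitor control wells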
EBV LMP1 NFkB – EBV LMP1-driven NF-kappaB luciferase reporter inhibitors, primary screen, cell-based, luminescence, single point. LMP1-induced NF-kappaB luciferase reporter cells. inhibition, % at 12.5 µM. 350,000 compounds, 0.69% hits. AID 504558, 2011; in the data active = inhibition above about 41%;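 also: 0% = neutral control wells and 100% = reference inhibitor control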
TROY signal inh – inhibitors of TROY-driven NF-kB signaling, primary screen, Q293 LMP1-TROYcd cells, NF-kB luciferase, uHTS; Q293 LMP1-TROYcd NF-kB luciferase reporter, 4 h; inhibition, % at 10 µM; 360,000 compounds, 0.98% hits;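 active = compounds whose plate-normalised and pattern-corrected inhibition of the luciferase reporter signal at the single screening dose is 50% or more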
TWEAK Fn14 block – inhibitors of TWEAK-Fn14 signaling, primary screen, luciferase reporter cells, uHTS; TWEAK-stimulated Fn14 reporter cells, luciferase luminescence, 8 h; inhibition, % at 10 µM; 360,000 compounds, 2% hits; AID 1159606, 2016; in the data active = inhibition above about 50%
SRC2 inh – inhibition of GAL4-SRC2 driven luciferase reporter, primary screen, SRC2 inhibitor project, cell-based, luminescence; Nuclear receptor coactivator 2 (Homo sapiens), Q15596; 370,000 compounds, 0.17% hits; HEK293 GAL4-SRC2 luciferase reporter; AID 651957, 2012; inhibition, % at 9 µM;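 active = inhibition above the mean inhibition of all tested compounds plus 3 SD, set per campaign, cut at about 52% in these data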;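 also: 0% = DMSO treated cells and 100% = cells given Gossypol at 36 µM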
NOD2-RIPK2 inh – NOD2-RIPK2 binding disruptors in cells, primary screen, fluorescence, CHO cells, BLA complementation | CCF4 ratio | inhibition, % at 4.98 µM | 360,000 compounds, 0.38% hits | Receptor-interacting serine/threonine-protein kinase 2 (Homo sapiens), O43353; in the data active = inhibition above about 21%;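 also: 0% = vehicle only and 100% = reference blocker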
* = called active by the depositor. The list is partial (hit frequency here may not be typical).

What do the screens show for `O=C(CN(C(=O)Cn1nnc(-c2cccs2)n1)c1ccc2c(c1)OCCO2)NC1CCCCC1`?
SRC3 inh: 17; C8 TRAIL sens: 16; NR5A2 inv ag: 0; NCOA1 inh: -10; COUP-TFII inh: -6; TLR9-MyD88 inh: 1; EBV LMP1 NFkB: 11; TROY signal inh: 0; TWEAK Fn14 block: 12; SRC2 inh: -21; NOD2-RIPK2 inh: 4

What do the screens show for `O=S(=O)(c1ccc(S(=O)(=O)N2CCOCC2)cc1)N1CCCC1`?
SRC3 inh: 10; C8 TRAIL sens: 5; NR5A2 inv ag: 0; NCOA1 inh: -43; COUP-TFII inh: 19; TLR9-MyD88 inh: -9; EBV LMP1 NFkB: 7; TROY signal inh: 5; TWEAK Fn14 block: 12; SRC2 inh: -13; NOD2-RIPK2 inh: -1

How did COC(=O)c1sccc1NC(=S)Nc1ccc(OC)cc1 do in these assays?
SRC3 inh: 4; C8 TRAIL sens: -6; NR5A2 inv ag: -9; NCOA1 inh: 0; COUP-TFII inh: 19; TLR9-MyD88 inh: 5; EBV LMP1 NFkB: 3; TROY signal inh: -30; TWEAK Fn14 block: 5; SRC2 inh: 9; NOD2-RIPK2 inh: -6

What do the screens show for `CN1CCN(C(=O)c2ccccc2-c2ccccc2C(=O)O)CC1`?
SRC3 inh: -2; C8 TRAIL sens: 2; NR5A2 inv ag: -3; NCOA1 inh: 5; COUP-TFII inh: -12; TLR9-MyD88 inh: -10; EBV LMP1 NFkB: -8; TROY signal inh: 3; TWEAK Fn14 block: -1; SRC2 inh: -13; NOD2-RIPK2 inh: -3

Results for COc1ccc(/C=C(\NC(=O)c2ccc(OC)cc2)C(=O)Nc2ccc(C(=O)O)cc2)cc1 ?
SRC3 inh: -18; C8 TRAIL sens: 4; NR5A2 inv ag: -11; NCOA1 inh: -5; COUP-TFII inh: -5; TLR9-MyD88 inh: -6; EBV LMP1 NFkB: 4; TROY signal inh: -4; TWEAK Fn14 block: -7; SRC2 inh: -22; NOD2-RIPK2 inh: -3

What do the screens show for `S=C(NCc1ccco1)Nc1cc(Cl)c(Cl)cc1Cl`?
SRC3 inh: 6; C8 TRAIL sens: -3; NR5A2 inv ag: 7; NCOA1 inh: -7; COUP-TFII inh: 11; TLR9-MyD88 inh: 3; EBV LMP1 NFkB: 4; TROY signal inh: -6; TWEAK Fn14 block: 15; SRC2 inh: 5; NOD2-RIPK2 inh: 3

What do the screens show for `Cc1cccnc1C(NC(=O)C1CCN(CCCc2ccccc2)CC1)c1ccc(F)cc1` (configuration not stated)?
SRC3 inh: -4; C8 TRAIL sens: 6; NR5A2 inv ag: 14; NCOA1 inh: 10; COUP-TFII inh: -7; TROY signal inh: -8; TWEAK Fn14 block: 1; SRC2 inh: -22; NOD2-RIPK2 inh: 2

How did C=CCSc1nnc(COc2ccc(=O)n(-c3ccccc3)n2)n1CC do in these assays?
SRC3 inh: 10; C8 TRAIL sens: -5; NR5A2 inv ag: 12; NCOA1 inh: -24; COUP-TFII inh: -24; TLR9-MyD88 inh: -5; EBV LMP1 NFkB: -1; TROY signal inh: 0; TWEAK Fn14 block: -2; SRC2 inh: -1; NOD2-RIPK2 inh: 4

How did Cc1ccc(CCNC(=O)CS(=O)Cc2nc(-c3cccs3)oc2C)cc1 (configuration not stated) do in these assays?
SRC3 inh: 7; C8 TRAIL sens: 11; NR5A2 inv ag: 23; NCOA1 inh: -19; COUP-TFII inh: 2; TLR9-MyD88 inh: 6; EBV LMP1 NFkB: 1; TROY signal inh: 0; TWEAK Fn14 block: -1; SRC2 inh: 9; NOD2-RIPK2 inh: -14

Results for CC1(C)CC(NC(=O)c2cccc([N+](=O)[O-])c2)CC(C)(C)N1 ?
SRC3 inh: -5; C8 TRAIL sens: -2; NR5A2 inv ag: 5; NCOA1 inh: 14; COUP-TFII inh: -4; TLR9-MyD88 inh: 2; EBV LMP1 NFkB: 2; TROY signal inh: 13; TWEAK Fn14 block: -5; SRC2 inh: 11; NOD2-RIPK2 inh: -2

What do the screens show for `O=C(CCCN1C(=O)c2cccc3cccc(c23)C1=O)NCCN1CCOCC1`?
SRC3 inh: -3; C8 TRAIL sens: -1; NR5A2 inv ag: -4; NCOA1 inh: -8; COUP-TFII inh: 1; TLR9-MyD88 inh: 5; EBV LMP1 NFkB: 1; TROY signal inh: -8; TWEAK Fn14 block: 1; SRC2 inh: 5; NOD2-RIPK2 inh: -6

How did COc1ccc(OC)c(-n2c(=S)[nH]c3cc(C(=O)N4CCCCC4)ccc3c2=O)c1 do in these assays?
SRC3 inh: -11; C8 TRAIL sens: -22; NR5A2 inv ag: -12; NCOA1 inh: 1; COUP-TFII inh: 8; TLR9-MyD88 inh: 0; EBV LMP1 NFkB: 2; TROY signal inh: -7; TWEAK Fn14 block: -8; SRC2 inh: -27; NOD2-RIPK2 inh: -11

How did O=C(COC(=O)Cc1ccc(Br)cc1)NCc1ccc2c(c1)OCO2 do in these assays?
SRC3 inh: 20; C8 TRAIL sens: 1; NR5A2 inv ag: -7; NCOA1 inh: 9; COUP-TFII inh: -1; TLR9-MyD88 inh: 1; EBV LMP1 NFkB: 3; TROY signal inh: -3; TWEAK Fn14 block: -8; SRC2 inh: -54; NOD2-RIPK2 inh: -2

How did COCCNC(=O)c1cccc(NC(=O)C2=C(C)OCCS2)c1 do in these assays?
SRC3 inh: -11; C8 TRAIL sens: -7; NR5A2 inv ag: 6; NCOA1 inh: 1; COUP-TFII inh: 4; TLR9-MyD88 inh: 3; EBV LMP1 NFkB: -21; TROY signal inh: -16; TWEAK Fn14 block: 3; SRC2 inh: 0; NOD2-RIPK2 inh: 3

How did Oc1ccc(C[C@H]2CN([C@@H](Cc3ccc(O)cc3)CN3CCC[C@@H]3CN3C(=S)NC[C@@H]3Cc3ccccc3)C(=S)N2CC2CCCCCC2)cc1 do in these assays?
SRC3 inh: 18; C8 TRAIL sens: 3; NR5A2 inv ag: 2; NCOA1 inh: 6; COUP-TFII inh: 14; TROY signal inh: -12; TWEAK Fn14 block: 61*; SRC2 inh: 18; NOD2-RIPK2 inh: -3

Results for Cc1cc(/C=N/NC(N)=S)c(C)n1-c1ccc(Br)cc1 ?
SRC3 inh: 18; C8 TRAIL sens: -8; NR5A2 inv ag: 4; NCOA1 inh: -15; COUP-TFII inh: 9; TLR9-MyD88 inh: -6; EBV LMP1 NFkB: 6; TROY signal inh: -2; TWEAK Fn14 block: 12; SRC2 inh: -1; NOD2-RIPK2 inh: 7

How did COCCN(C(=S)Nc1ccccc1OC)C(C)c1cccs1 (configuration not stated) do in these assays?
SRC3 inh: -3; C8 TRAIL sens: -12; NR5A2 inv ag: -23; NCOA1 inh: 14; COUP-TFII inh: 6; TLR9-MyD88 inh: -2; EBV LMP1 NFkB: 11; TROY signal inh: 12; TWEAK Fn14 block: -2; SRC2 inh: -5; NOD2-RIPK2 inh: -13

Results for COc1cc(OC)c(NC(=O)CC(C)=O)cc1Cl ?
SRC3 inh: 20; C8 TRAIL sens: 5; NR5A2 inv ag: 14; NCOA1 inh: 3; COUP-TFII inh: 17; TLR9-MyD88 inh: 1; EBV LMP1 NFkB: -5; TROY signal inh: -4; TWEAK Fn14 block: -13; SRC2 inh: 1; NOD2-RIPK2 inh: 1

How did C/C(=N\O)C(=O)NCCCn1ccnc1 do in these assays?
SRC3 inh: 5; C8 TRAIL sens: 4; NR5A2 inv ag: -6; NCOA1 inh: -6; COUP-TFII inh: -15; TLR9-MyD88 inh: 3; EBV LMP1 NFkB: 5; TROY signal inh: 4; TWEAK Fn14 block: 8; SRC2 inh: -27; NOD2-RIPK2 inh: 3

Results for O=C1C2CCCN2C(c2ccco2)N1c1ccc(F)cc1 (configuration not stated) ?
SRC3 inh: 19; C8 TRAIL sens: 9; NR5A2 inv ag: 5; NCOA1 inh: -2; COUP-TFII inh: 8; TLR9-MyD88 inh: 0; EBV LMP1 NFkB: -6; TROY signal inh: -9; TWEAK Fn14 block: 19; SRC2 inh: 0; NOD2-RIPK2 inh: 1

How did CCOc1ccccc1-n1c(SCC(=O)Nc2ccccc2C(=O)O)nc2ccccc2c1=O do in these assays?
SRC3 inh: 37; C8 TRAIL sens: 13; NR5A2 inv ag: 53; NCOA1 inh: 37; COUP-TFII inh: 56*; TLR9-MyD88 inh: 1; EBV LMP1 NFkB: 21; TROY signal inh: 78*; TWEAK Fn14 block: 92*; SRC2 inh: 37; NOD2-RIPK2 inh: -5

How did O=C(NCc1ccc2c(c1)OCO2)c1ccc(CN2CCOCC2)cc1 do in these assays?
SRC3 inh: 5; C8 TRAIL sens: 7; NR5A2 inv ag: 1; NCOA1 inh: 4; COUP-TFII inh: -1; TLR9-MyD88 inh: -8; EBV LMP1 NFkB: 2; TROY signal inh: -12; TWEAK Fn14 block: 11; SRC2 inh: 15; NOD2-RIPK2 inh: -10

What do the screens show for `Cc1ccc(-n2nc3c(c2NC(=O)C(C)C)CS(=O)(=O)C3)c(C)c1`?
SRC3 inh: 10; C8 TRAIL sens: -4; NR5A2 inv ag: 20; NCOA1 inh: -14; COUP-TFII inh: -18; TLR9-MyD88 inh: -10; EBV LMP1 NFkB: -2; TROY signal inh: 9; TWEAK Fn14 block: -11; SRC2 inh: -4; NOD2-RIPK2 inh: -11

What do the screens show for `Cc1c(Cl)cccc1NC(=S)NCc1ccccc1`?
SRC3 inh: -1; C8 TRAIL sens: -18; NR5A2 inv ag: -3; NCOA1 inh: 5; COUP-TFII inh: -11; TLR9-MyD88 inh: -4; EBV LMP1 NFkB: 7; TROY signal inh: -4; TWEAK Fn14 block: -1; SRC2 inh: -21; NOD2-RIPK2 inh: -3

Results for CC(NCCO)C(=O)C12CC3CC(CC(C3)C1)C2 (configuration not stated) ?
SRC3 inh: 18; C8 TRAIL sens: 3; NR5A2 inv ag: 16; NCOA1 inh: -24; COUP-TFII inh: 1; TLR9-MyD88 inh: 2; EBV LMP1 NFkB: 11; TROY signal inh: 2; TWEAK Fn14 block: -17; SRC2 inh: -11; NOD2-RIPK2 inh: -4

How did Cc1cc(C(=O)N/N=C/c2ccc(-c3cccc(Cl)c3Cl)o2)n[nH]1 do in these assays?
SRC3 inh: 12; C8 TRAIL sens: -1; NR5A2 inv ag: 5; NCOA1 inh: 0; COUP-TFII inh: -25; TLR9-MyD88 inh: 3; EBV LMP1 NFkB: 1; TROY signal inh: 15; TWEAK Fn14 block: -10; SRC2 inh: 2; NOD2-RIPK2 inh: -9
